TRPC4 block – inhibitors of mouse TRPC4 channel, primary screen, Fluo4 calcium, HEK293 TRPC4beta/mu-opioid cells. B-score at 10 µM. Short transient receptor potential channel 4 (Mus musculus), Q9QUQ5. DAMGO-evoked Fluo4 calcium flux; active compounds read low. actives 0.39% (n = 300,000);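 active means B-score over 3 SD under the library average, no early fluorescence shift, positive overall ratio signal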
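Assay system: Stable TRPC4beta/mu-opioid receptor HEK293 cells | Reagent: DAMGO in two steps, submaximal then maximal | Compound dosing: Single concentration per test compound | Signal: Fluo4 Ca2+ flux fluorescence | Evaluation: Per-well B score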
KCNK3 block – human KCNK3 channel inhibitors, primary screen, CHO cells, FluxOR thallium flux, B-score. Potassium channel subfamily K member 3 (Homo sapiens), O14649. FluxOR fluorescence; active compounds read low. AID 602410, 2012. actives 0.84% (n = 340,000). B-score at 10 µM;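 active means B-score under library mean minus 4 SD, starting fluorescence ratio at most library mean plus 5 SD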;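 further: more negative B-score means stronger inhibition of thallium flux through KCNK3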
Target sequence (O14649 whole entry, looked up): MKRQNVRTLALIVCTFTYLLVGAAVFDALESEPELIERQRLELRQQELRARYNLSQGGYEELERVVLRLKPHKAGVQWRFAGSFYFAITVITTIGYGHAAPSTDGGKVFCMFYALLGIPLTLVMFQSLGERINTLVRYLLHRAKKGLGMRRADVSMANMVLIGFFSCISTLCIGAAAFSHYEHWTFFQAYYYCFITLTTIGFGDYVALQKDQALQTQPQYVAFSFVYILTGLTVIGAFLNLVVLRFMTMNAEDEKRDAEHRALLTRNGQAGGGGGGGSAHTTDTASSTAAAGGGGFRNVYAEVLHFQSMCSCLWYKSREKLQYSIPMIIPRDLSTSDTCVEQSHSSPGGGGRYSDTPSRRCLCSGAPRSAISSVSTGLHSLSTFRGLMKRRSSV
PolyA inh – polyadenylation inhibitors in yeast reporter cells, primary screen, luminescence, S. cerevisiae. S. cerevisiae SKY197-pL101 polyadenylation reporter, beta-gal luminescence; efflux-impaired pdr1/pdr3 knockout yeast; score 100 = 6 SD above DMSO. actives 0.02% (n = 300,000). calls only at 12 µM;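 active means lowest replicate activity score at least 50, where 100 means six control SD above control mean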;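 further: yeast exposed to compound for 9 h at 30 °C; higher score means more reporter readthrough which indicates perturbed polyadenylation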
KCNQ1 act – potentiators or activators of KCNQ1 channel, primary screen, cell-based, thallium flux, high-throughput. AID 2648, 2010. Potassium voltage-gated channel subfamily KQT member 1 (Homo sapiens), P51787. CHO-K1 KCNQ1, thallium flux FluxOR fluorescence; active compounds read high. B-score at 10 µM. actives 0.35% (n = 310,000);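 active means fluorescence ratio B-score, a plate-corrected score, at least three library SD, with initial intensity B-score within 5 SD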
Target sequence (P51787 whole entry, looked up): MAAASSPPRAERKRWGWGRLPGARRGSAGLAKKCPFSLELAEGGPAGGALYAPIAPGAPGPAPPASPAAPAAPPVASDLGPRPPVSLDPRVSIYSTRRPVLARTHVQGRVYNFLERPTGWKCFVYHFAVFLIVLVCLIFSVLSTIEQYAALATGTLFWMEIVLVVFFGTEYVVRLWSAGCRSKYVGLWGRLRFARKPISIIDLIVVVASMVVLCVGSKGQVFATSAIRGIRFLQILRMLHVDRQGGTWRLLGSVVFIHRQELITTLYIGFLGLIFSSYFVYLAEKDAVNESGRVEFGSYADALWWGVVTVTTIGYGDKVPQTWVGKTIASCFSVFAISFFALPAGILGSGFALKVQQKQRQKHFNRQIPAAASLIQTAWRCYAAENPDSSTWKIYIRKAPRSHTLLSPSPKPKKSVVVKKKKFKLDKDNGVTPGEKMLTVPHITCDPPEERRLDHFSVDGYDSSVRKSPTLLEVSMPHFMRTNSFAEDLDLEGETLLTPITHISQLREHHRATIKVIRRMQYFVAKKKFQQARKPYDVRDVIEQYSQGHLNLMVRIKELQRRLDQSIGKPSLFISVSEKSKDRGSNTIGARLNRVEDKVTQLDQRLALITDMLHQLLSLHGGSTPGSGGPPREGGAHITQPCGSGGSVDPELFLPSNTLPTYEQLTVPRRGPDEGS
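System: CHO-K1 cells stably expressing KCNQ1 / Medium: assay buffer for compound exposure, DMSO matched across wells / Reagent: thallium- and potassium-containing depolarizing buffer / Compound: one concentration, matched DMSO / Incubation: 20 min compound pretreatment at room temperature / Measured by: kinetic FluxOR fluorescence, 10 s baseline plus 110 s post-stimulus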
DYRK1A inh – rat Dyrk1A kinase inhibitors, primary screen, biochemical, single point, plate reader | ADP-Glo luminescence, NFATc1 peptide | actives 0.43% (n = 310,000) | Dual specificity tyrosine-phosphorylation-regulated kinase 1A (Rattus norvegicus), Q63470 | inhibition, % at 12.5 µM; in the data active means inhibition above about 50%;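 further: plate controls were vehicle with enzyme for no effect and no enzyme for full effect; many of its hits are not listed in these tables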
KCNK9 block – KCNK9 potassium channel inhibitors, primary screen, HEK293 cells, thallium flux. Potassium channel subfamily K member 9 (Homo sapiens), Q9NPC2. FluxOR thallium flux fluorescence; active compounds read low. B-score at 10 µM. actives 1.2% (n = 310,000). AID 488922, 2010;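 active means ratio B-score over 3 SD below the library mean, with starting fluorescence within 5 SD of its mean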;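 further: negative B-score means less thallium flux so channel inhibition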
TRPC4 potent – positive allosteric modulators of TRPC4, primary screen, cell-based, mouse TRPC4beta, HEK293 mu-opioid, Fluo-4 calcium. AID 2227, 2009. Short transient receptor potential channel 4 (Mus musculus), Q9QUQ5. actives 0.42% (n = 310,000). B-score at 10 µM. DAMGO EC20, Fluo-4 Ca2+ flux; active compounds read high;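 active means B-score of calcium response area above 5 SD of library B-scores, with initial fluorescence ratio within 5 SD of library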;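 further: B-score of integrated fluorescence ratio over time as area under calcium response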
KCNQ1 block – inhibitors of human KCNQ1 channel, primary screen, cell-based, thallium flux, high-throughput | B-score at 10 µM | CHO-K1 KCNQ1, FluxOR thallium flux fluorescence; active compounds read high | actives 1.3% (n = 310,000) | AID 2642, 2010 | Potassium voltage-gated channel subfamily KQT member 1 (Homo sapiens), P51787;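 active means compounds whose thallium flux B-score, printed positive for inhibition, exceeds three library SD while starting fluorescence stays within three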;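 further: channel opened by potassium depolarization with thallium stimulus after 20 min compound exposure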
TRPC4 agonist – activators of mouse TRPC4 channel, primary screen, Fluo4 calcium, HEK293 TRPC4beta/mu-opioid cells; Short transient receptor potential channel 4 (Mus musculus), Q9QUQ5; Fluo4 calcium fluorescence; active compounds read high; B-score at 10 µM; actives 0.49% (n = 310,000); AID 2237, 2010;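 active means B-score above 5 SD of library B-scores, and initial fluorescence ratio not above library mean plus 5 SD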;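 further: positive B-score marks a calcium rise read as TRPC4 activation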
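Material: HEK293 stable line with TRPC4beta plus mu-opioid receptor; technique: Fluo4 calcium-sensitive dye fluorescence, kinetic, 1 Hz baseline; timing: Fluo4 dye loading 45 min at room temperature, 110 s recording; controls: assay buffer as low control, maximal DAMGO as high control; read-out: integrated baseline-normalised fluorescence ratio, converted to per-well B score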
hERG rescue – hERG rescue from dofetilide block, primary screen, cell-based, CHO-hERG, FluxOR thallium flux, dofetilide IC70. dofetilide IC70 present. activation (rescue from dofetilide block), less the hit threshold, % at 10 µM. Voltage-gated inwardly rectifying potassium channel KCNH2 (Homo sapiens), Q12809. actives 0.51% (n = 310,000);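 active means activation above the mean of controls blocked by dofetilide plus 5 SD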;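 further: thallium influx through hERG after potassium depolarization seen as dye fluorescence rise; in these data hits start at about 4.7%; inactives centre near -7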
Platelet DG rel – inhibitors of platelet dense granule secretion, primary screen, cell-based, MLPCN, human platelets; AID 1663, 2009; actives 0.22% (n = 300,000); inhibition, %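 (compounds screened at 7.5 µM in platelet-rich plasma)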; human platelet-rich plasma, SFLLRN dense granule ATP release, luminescence;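 active means mean replicate score, as percent of positive control, at or above 50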
Starred values were filed as active, the others as inactive; i = inactive; nt = not tested or not shown. Some of the compounds tested, so the mix of outcomes need not match the whole.

The line under a structure holds: TRPC4 block | KCNK3 block | PolyA inh | KCNQ1 act | DYRK1A inh | KCNK9 block | TRPC4 potent | KCNQ1 block | TRPC4 agonist | hERG rescue | Platelet DG rel
Cc1cc(C)cc(OCC(=O)OC(C)C(=O)Nc2c(C)n(C)n(-c3ccccc3)c2=O)c1 (stereo not given)
  i | i | i | i | 0.3 | i | i | i | i | -13.8 | -1.0
Cc1ccc(-n2cc(CN(C)CCc3cn[nH]c3)c(-c3cccc(C)c3)n2)cc1
  i | i | i | i | -1.7 | i | i | i | i | -13.9 | 4.0
CN(C(=S)NC(=O)c1ccc(Cl)cc1)C1CCCCC1
  i | i | i | 12* | -1.3 | i | i | i | i | -3.6 | -0.6
Cc1cccc(-c2nc(CS(=O)CC(=O)NC3CCCCC3)c(C)o2)c1 (stereo not given)
  i | i | i | i | -0.5 | i | i | i | i | -5.4 | -2.3
O=S(=O)(c1ccc(F)cc1)n1ccc2cccnc21
  i | i | i | i | 8.6 | i | i | i | i | -10.0 | 1.1
Cc1csc(SCC(=O)Nc2cccc(S(=O)(=O)N3CCOCC3)c2)n1
  i | i | i | i | -4.0 | i | i | i | i | -8.9 | -15.5
O=C(Nc1cccc(C(=O)O)c1)/C(=C/c1ccc2c(c1)OCO2)NC(=O)c1cccc(Br)c1
  i | i | i | i | -6.0 | i | i | i | i | -3.5 | 0.3
CCCC(=O)Nc1ccc(S(=O)(=O)N2CCCC2)cc1
  i | i | i | i | -5.2 | i | i | i | i | -2.8 | -3.4
Cc1nc(-c2ccc(F)cc2)c(CC(=O)N(C)CC(=O)Nc2ccccc2Cl)s1
  i | i | i | i | 4.7 | i | i | i | i | -10.0 | 0.2
Cc1[nH]c(C)c(S(=O)(=O)N2CCN(c3ccccc3F)CC2)c1C(=O)N1CCCC1
  i | i | i | i | 1.2 | i | i | i | i | -8.8 | -45.6
CCOC(=O)c1ccc2c(c1)nc(COc1ccc3ccccc3c1)n2CC
  i | -10.5* | i | i | 4.8 | -13* | i | i | i | -12.3 | -1.2
COc1ccccc1NC(=S)N1CCOCC1
  i | i | i | i | -3.6 | i | i | i | i | -4.8 | -6.9
Cc1csc(SC(C)C(=O)NCC2CCCO2)n1 (stereo not given)
  i | i | i | i | 8.8 | i | i | i | i | -9.2 | -5.8
CCOP(=O)(OCC)c1nc(-c2cccc3ccccc23)oc1NCc1ccc(OC)cc1
  i | -10.9* | i | i | -2.6 | i | 13* | i | i | -23.0 | 12.2
COc1cc(C)c(Cl)cc1S(=O)(=O)NCCCN1CCOCC1
  i | i | i | i | 11.1 | i | i | i | i | -7.7 | -5.0
CCOc1ccccc1N(C)S(=O)(=O)c1ccc2c(c1)CC(C)N2C(=O)C1CC1 (stereo not given)
  i | i | nt | i | 0.1 | i | i | i | i | -14.2 | -36.5
COc1cccc(CNC(=O)CSc2nc3ccc(C)cc3[nH]2)c1
  i | i | i | i | 1.0 | i | i | i | i | -4.9 | 5.6
COc1cccc(COC(=O)C2CC(=O)N(Cc3ccco3)C2)c1OC (stereo not given)
  i | i | i | i | -2.9 | i | i | i | i | -5.4 | -29.6
O=C(CCCn1c(=O)oc2ccccc21)N1CCN(c2ccc(F)cc2)CC1
  i | i | i | i | 1.5 | i | i | i | i | -11.5 | -2.1
CCOC(=O)C(C)n1cnc2c1c(=O)[nH]c(=O)n2C (stereo not given)
  i | i | i | i | -20.7 | i | i | i | i | -6.7 | -6.5
CC(C)Oc1cccc(C(=O)C2CCCN(Cc3cccn3-c3ccccn3)C2)c1 (stereo not given)
  i | i | i | i | nt | i | i | 8* | i | -18.8 | -0.5
CC(=O)NCCc1ccc(S(=O)(=O)Nc2cccnc2)cc1
  i | i | i | i | 2.3 | i | i | i | i | -3.6 | 4.6
Cc1ccc(Cl)cc1NC(=O)C(NS(=O)(=O)c1cccs1)c1ccccc1 (stereo not given)
  i | i | i | i | -2.6 | i | i | i | i | -8.5 | 0.2
O=C(COc1ccccc1)Nc1ccccc1N1CCN(c2ccccc2)CC1
  i | i | i | i | -5.2 | i | i | i | i | -3.4 | -11.3
CCOc1ccc(S(=O)(=O)Nc2ccc(S(=O)(=O)N3CCOCC3)cc2)cc1
  i | i | i | i | 0.7 | i | i | i | i | -10.9 | 6.1
Cc1cccc(C(=O)NC(=S)Nc2c(C)n(C)n(-c3ccccc3)c2=O)c1
  i | i | i | i | 3.1 | i | i | i | i | -5.0 | -3.2
O=C(Nc1ccon1)c1cccc(C(F)(F)F)c1
  i | i | i | i | 4.6 | i | i | i | i | -4.4 | -7.3
Cc1cc(Cl)c(S(=O)(=O)Nc2ccc3c(c2)OCCO3)cc1OCC(N)=O
  i | i | i | i | 0.7 | i | i | i | i | -0.4 | 4.9
COc1ccc(CNC(=O)C(CCSC)NS(=O)(=O)c2ccccc2F)cc1 (stereo not given)
  i | i | i | i | 5.0 | i | i | i | i | -0.6 | 1.2
Cc1nn(C)c(C)c1CN(C)C(=O)c1cc2nc(-c3ccco3)cc(C(F)(F)F)n2n1
  i | i | i | i | 10.0 | i | i | i | i | -9.3 | -2.7
COc1ccc(-c2cc(N)n(S(=O)(=O)c3c(F)c(F)c(F)c(F)c3F)n2)cc1OC
  i | -10.6* | i | 8* | 4.9 | i | i | i | i | -36.3 | 42.1
COc1ccc(-c2ccc(SCC(=O)N3CC(=O)Nc4ccccc43)nn2)cc1
  i | i | i | i | -2.1 | i | i | i | i | -2.5 | 0.9
COc1ccccc1/C=C/C=N/n1c(-c2ccc(Cl)cc2)n[nH]c1=S
  i | i | i | i | nt | i | i | i | i | -5.6 | 7.4
O=C(Nc1cc(F)cc(F)c1)c1ccc(NCCCN2CCCCCC2)c([N+](=O)[O-])c1
  i | i | i | i | nt | i | i | i | i | -8.6 | 11.5
O=C(NNC1CC(=O)N(c2ccc(Br)cc2)C1=O)c1cccnc1 (stereo not given)
  i | i | i | i | -3.2 | i | i | i | i | -9.5 | 2.6
COc1ccc2c(c1)C(=O)[C@H](O)[C@@H](c1ccc(OC)c(Br)c1)O2
  i | nt | i | i | nt | i | i | i | i | -3.3 | 0.3
NNC(=O)CC12CC3CC(C1)CC(n1ncnn1)(C3)C2
  i | i | i | i | 1.4 | i | i | i | i | -3.9 | -7.3
Cc1ccc(NS(=O)(=O)c2ccc(CCC(=O)N3CCCC3)cc2)cc1
  i | i | i | i | 0.2 | i | i | i | i | -10.1 | -2.9
CCOC(=O)N=Nc1c(O)n(Cc2ccccc2)c2ccccc12
  i | i | i | i | 2.6 | i | i | i | i | -12.1 | 3.2
COc1ccccc1CNC(=O)/C=C/c1ccc(Br)o1
  i | i | i | i | 36.1 | i | i | i | i | -22.4 | 12.8
CN(C)CCNC(=O)CCn1nc(-c2ccc(Cl)cc2)ccc1=O
  i | i | i | i | 7.4 | i | i | i | i | -2.9 | nt
O=C(CN1C2CCCC1CC(NC(=O)c1ccco1)C2)Nc1ccccc1C(F)(F)F (stereo not given)
  i | i | i | i | 0.5 | i | i | i | i | -11.3 | 2.8
Cc1ccccc1C1NC(c2ccccc2C)C([N+](=O)[O-])C(C)(C)C1[N+](=O)[O-] (stereo not given)
  i | i | i | i | nt | i | i | i | i | -5.1 | 4.4
COc1ccc(-c2oc3ncn(CCN4CCOCC4)c(=N)c3c2-c2ccc(OC)cc2)cc1
  i | i | i | i | 1.0 | i | i | i | i | -16.3 | -1.1
CCOC(=O)c1c(C)[nH]c(C)c1S(=O)(=O)NCCN1CCN(c2ccccc2F)CC1
  i | i | i | i | 7.0 | i | i | i | i | -7.5 | 7.8
CCN(CC)CCNC(=O)c1ccc(NC(=O)c2ccc(S(=O)(=O)N3CCCCCC3)cc2)cc1
  i | i | i | i | -1.7 | i | i | i | i | -15.9 | -5.7
C=CCOC(=O)c1[nH]c2c(c1C)C(=O)CC(c1ccco1)C2 (stereo not given)
  i | nt | i | i | nt | i | i | i | i | -5.8 | -1.9
CN(C(=O)c1sc2nc(N3CCOCC3)c3c(c2c1N)CCCC3)c1ccccc1
  i | i | i | i | -6.4 | i | i | i | i | -19.6 | 0.1
CCN(CC)C(=O)CSc1nc2c(sc(=S)n2-c2ccccc2)c(=O)n1-c1ccccc1OC
  i | i | i | i | 3.1 | i | i | i | i | -6.9 | -4.3
CC(=O)NC(Cc1ccc(F)cc1)C(=O)NC1CCN(C(=O)Nc2cccc(C)c2)CC1 (stereo not given)
  i | i | i | i | 6.9 | i | i | i | i | -7.8 | -10.7
CCOC(=O)C1(CCc2ccccc2)CCN(C2Cc3ccccc3C2)CC1
  i | i | i | i | 1.3 | i | i | i | i | -18.7 | 1.9
COc1cccc(CNC(=O)c2ccc3c(c2)N(C)CCS3)c1OC
  i | i | i | i | 4.4 | i | i | i | i | -11.1 | -2.6
Clc1ccc(C2Nc3cccc4cccc(c34)N2)cc1Cl
  i | i | i | i | 0.7 | i | i | i | i | -4.2 | -7.2
CC1=C(C(=O)NC2CCCC(C)C2C)C2(CCCCC2)OC1=O (stereo not given)
  i | i | nt | i | -7.9 | i | i | i | i | -2.2 | -5.9
CCOC(=O)C1=C(C)NC(C)=C(C(=O)OCC)C1C(=O)OCC(=O)NC
  i | i | nt | i | 0.0 | i | i | i | i | -7.1 | nt
Cc1nc(N2CCOCC2)c2c(C)c(C(=O)Nc3ccc(F)cc3Cl)sc2n1
  i | i | i | i | -5.6 | i | i | i | i | -10.7 | 2.0
Cc1ccc(-c2noc(C3CCCN(C(=O)c4ccccc4)C3)n2)o1 (stereo not given)
  i | i | i | i | 3.4 | i | i | i | i | -12.6 | -0.3
